OX1R antag-1 = antagonists of human orexin 1 receptor | actives 0.43% (n = 330,000) | CHO/OX1R cells, Fluo-8 calcium fluorescence, orexin A | inhibition, % at 5 µM | AID 434989 | O43613;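 active = inhibition above its plate's threshold, mean inhibition of all tested compounds on the plate plus 3 SD, cut at about 37% in these data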;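 note: 0% = orexin A challenge wells and 100% = SB-334867-A antagonist wells; not every result past the cut was called active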
Target sequence (O43613 whole entry, looked up): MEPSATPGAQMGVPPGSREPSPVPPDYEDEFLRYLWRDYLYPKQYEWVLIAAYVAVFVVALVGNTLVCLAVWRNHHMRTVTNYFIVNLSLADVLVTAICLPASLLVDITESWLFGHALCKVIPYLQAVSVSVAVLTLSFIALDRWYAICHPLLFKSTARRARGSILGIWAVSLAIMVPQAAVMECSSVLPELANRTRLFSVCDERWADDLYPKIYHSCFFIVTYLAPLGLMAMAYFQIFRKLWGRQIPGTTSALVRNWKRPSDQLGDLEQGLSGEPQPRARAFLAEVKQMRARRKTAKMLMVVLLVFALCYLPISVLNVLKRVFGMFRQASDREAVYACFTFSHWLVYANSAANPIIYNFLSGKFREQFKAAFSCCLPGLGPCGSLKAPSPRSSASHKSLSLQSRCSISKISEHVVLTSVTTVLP
CHT allo act = human CHT allosteric activation | CHT-expressing cells, membrane potential dye, choline EC20; stronger effect = higher value; LV-AA mutant CHT in HEK293 cells | Q9GZV3 | B-score at 10 µM | actives 0.49% (n = 310,000);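 active = initial fluorescence not abnormally high and integrated response B-score, plate-corrected, over 3 SD above library mean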
Target sequence (Q9GZV3 whole entry, looked up): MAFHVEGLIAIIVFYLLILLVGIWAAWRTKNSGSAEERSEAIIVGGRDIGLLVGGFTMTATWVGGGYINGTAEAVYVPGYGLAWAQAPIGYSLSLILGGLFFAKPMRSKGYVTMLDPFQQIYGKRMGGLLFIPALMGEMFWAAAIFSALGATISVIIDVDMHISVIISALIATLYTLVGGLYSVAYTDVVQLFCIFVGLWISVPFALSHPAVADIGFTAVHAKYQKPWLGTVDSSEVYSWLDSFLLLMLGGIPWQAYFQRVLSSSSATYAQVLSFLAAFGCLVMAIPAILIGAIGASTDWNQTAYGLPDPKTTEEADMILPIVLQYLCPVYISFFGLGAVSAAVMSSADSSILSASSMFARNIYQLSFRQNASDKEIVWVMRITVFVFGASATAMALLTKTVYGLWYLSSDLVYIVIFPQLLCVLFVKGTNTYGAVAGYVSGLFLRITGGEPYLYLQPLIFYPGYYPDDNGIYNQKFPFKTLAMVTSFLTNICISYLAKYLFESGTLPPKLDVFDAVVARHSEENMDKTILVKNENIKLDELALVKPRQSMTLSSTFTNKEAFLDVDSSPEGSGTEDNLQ
OX1R antag-2 = antagonists of human orexin 1 receptor (OX1R); O43613; OX1R-expressing cells, FRET antagonist read-out; inhibition, % at 6.6 µM; actives 1.8% (n = 330,000); AID 485270; in the data active = inhibition mostly above about 38%, no sharp cut-off; inactive = mostly below about 40%;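 note: 0% = agonist challenge alone and 100% = reference antagonist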
An asterisk follows results filed as active; i = inactive; . = no result given.

item	smiles	OX1R antag-1	CHT allo act	OX1R antag-2
1	CCS(=O)(=O)Nc1c(C(=O)OC)[nH]c2ccccc12	-6.4	i	9.9
2	COC(=O)c1cc(C(=O)N2CCc3ccccc32)cc([N+](=O)[O-])c1	-24.8	i	23.8
3	CCOC(=O)N1CCC(NC(=O)CCS(=O)(=O)c2ccc3c(c2)CCN3C(=O)CC)CC1	-7.5	i	14.1
4	O=C(CCC1CCCCC1)Nc1cc(C(F)(F)F)ccc1N1CCOCC1	-20.5	i	9.0
5	Cn1c(-c2ccccc2)cccc1=O	8.9	i	5.3
6	COC(C/C=C\[C@H](O)[C@H](C)OCc1ccccc1)OC	-16.4	i	-1.0
7	Cc1ccc(OCCCN2C(=O)C(=O)c3cc(C)ccc32)cc1	-9.7	i	7.8
8	COC(=O)c1cc(=O)n(Cc2ccc3c(c2)OCO3)c(=Nc2ccc(F)cc2)s1	-8.1	i	0.7
9	O=[N+]([O-])c1cccc(-c2n[nH]c(=S)n2-c2ccc(Br)cc2)c1	-19.9	i	14.3
10	O=C(CCCN1C(=O)CSc2ncccc21)N1CCN(c2cccc(C(F)(F)F)c2)CC1	-17.2	i	28.9
11	CCN(c1ccccc1)c1cc2ccccc2c(=O)[nH]1	-15.4	i	13.8
12	CCC(CO)Oc1cc(NCc2ccccc2C(F)(F)F)c2ncn(C(C)C)c2c1 (stereo unspecified)	-9.0	.	16.5
13	Cc1ccc(/C=C/C(=O)NCCCn2ccnc2)cc1	-9.6	i	24.1
14	Cc1ccccc1N=C(NOCc1ccccc1)c1nonc1N	-0.6	i	28.5
15	Cc1cc(C)cc(C(=O)Nc2ccc(N3CCN(C(=O)c4ccco4)CC3)cc2)c1	-12.8	i	11.1
16	COc1cccc(C2=NN(C(=O)c3cccs3)C(O)(C(F)(F)F)C2)c1 (stereo unspecified)	-34.4	i	22.5
17	COc1ccc(CC(=O)Nc2ccc(S(=O)(=O)N3CCCC3)cc2)c(OC)c1	-7.6	.	4.7
18	CCCCn1c(CCNC(=O)c2ccco2)nc2ccccc21	-16.1	i	26.7
19	CC1(c2ccccc2Br)NC(=O)N(CC(=O)Nc2ccc(S(N)(=O)=O)cc2)C1=O (stereo unspecified)	-10.8	i	16.1
20	O=C(N1CCCCC1)C1(c2ccccc2)CCCCC1	-18.0	i	16.4
21	O=C(CN1CCN(S(=O)(=O)c2ccc(Br)cc2)CC1)Nc1ccccc1F	-17.1	i	8.7
22	Oc1nc(-c2ccc(Cl)cc2)n2ccncc12	-3.7	i	30.2
23	O=[N+]([O-])c1cc2c(cc1C=Nc1ccccc1)OCO2	-8.0	i	33.4
24	Cc1ccc(NC(=O)NCCCN2CCCC2=O)cc1	-28.5	i	10.1
25	COC(=O)[C@]1(C)CCC[C@@]2(C)C3CC[C@@]4(C)C[C@]3(CCC21)CC(=O)N4Cc1ccc(OC)cc1 (stereo partly specified)	-30.0	.	1.5
26	COc1ccc(CNC(=O)c2ccc(S(=O)(=O)NCc3ccco3)cc2)cc1	7.7	.	-3.3
27	Nc1c(-c2cccc(Cl)c2)cnn1-c1cccc(C(F)(F)F)c1	-20.3	i	8.3
28	O=C(Nc1cccc2ccccc12)C1CCN(C(=O)Cc2ccccc2)CC1	5.7	i	21.7
29	CCOC(=O)c1ccc(N2C(=O)CC(C(=O)OC)=C2C)cc1	-9.6	i	5.4
30	CC(C)c1cccc(C(C)C)c1NC(=S)Nc1cccc(Cl)c1	-7.1	i	1.8
31	CCOc1ccc(NC(=O)CN(C)C(=O)C2COc3ccccc3O2)cc1OCC (stereo unspecified)	-15.2	.	24.4
32	COc1ccccc1CNCC(=O)Nc1ccc(C#N)cc1	-12.6	i	-2.4
33	CCn1c(CCNC(=O)c2cccs2)nnc1SCC(=O)Nc1ccc(Cl)cc1	-27.0	i	15.6
34	CCC(=O)NC(C)c1cc(Cl)c2cccnc2c1O (stereo unspecified)	-14.0	.	2.9
35	O=C(NCCc1nnc2ccc(NCC3CCCO3)nn12)c1ccccc1 (stereo unspecified)	-16.9	i	0.2
36	COc1cc(N)c(Cl)cc1C(=O)OCC(=O)NC(=O)NCc1ccco1	-8.9	.	4.0
37	CCN(CC)C(=O)CSc1nc2c(sc(=S)n2-c2ccccc2OC)c(=O)n1-c1ccccc1	31.4	i	75.7*
38	O=C1OCCN1C(=O)[C@H]1[C@H](c2ccccc2)C(c2cccc(Cl)c2)=NN1c1ccccc1	-15.5	.	8.7
39	Cc1ccc(OCCC(=O)OCC(=O)N2c3ccccc3CC2C)cc1 (stereo unspecified)	-17.0	i	10.7
40	Cc1cccc(N=C2NC(=O)/C(=C/c3cccnc3)S2)c1	-19.3	i	8.2
41	COc1cc(CN2CCN(C(C)C)C(CCO)C2)ccc1OCc1ccccc1 (stereo unspecified)	-31.3	i	13.4
42	CCOc1ccc(C(=O)NC(=S)Nc2ccccn2)cc1[N+](=O)[O-]	-6.6	i	5.0
43	COCC(C)N=Cc1c(O)[nH]c2ccccc12 (stereo unspecified)	-11.1	i	27.1
44	O=C(c1ccc(Cl)c(S(=O)(=O)N2CCOCC2)c1)N1CCCCC1	-8.6	i	20.9
45	Cc1ccc(NC(=O)CSc2nnc3ccccn23)cc1	-14.7	i	-1.1
46	O=C1OCCN1CCN(CN1C(=O)CCC1=O)CN1C(=O)CCC1=O	-10.6	i	7.7
47	CCOc1ccccc1N1CCN(C(=O)Nc2ccc(F)c(Cl)c2)CC1	-1.4	i	5.1
48	COc1ccc(NS(=O)(=O)c2cccc(C(=O)NNC(=O)COc3ccccc3)c2)cc1	-14.2	i	16.1
49	CCOc1ccc(CCNC(=O)COC(=O)c2cccc(OC)c2O)cc1OCC	-13.6	i	15.3
50	COc1cccc(/C=C/C(=O)OCC(=O)NCc2ccc3c(c2)OCO3)c1	-26.3	.	5.0

Further compounds
item	smiles	OX1R antag-1	CHT allo act	OX1R antag-2
51	O=C(O)CCC(=O)N1CC=C(c2ccccc2)CC1	-12.4	i	1.2
52	CC(=O)N1N=C(c2cccs2)CC1c1cc2cc(C)ccc2nc1Cl (stereo unspecified)	-17.1	i	4.4
53	Cc1nc(Nc2nc(CSc3nc4ccccc4[nH]3)cc(=O)[nH]2)nc2ccccc12	-20.3	i	34.4
54	Cc1cc(Cl)c(OCCCCN2CCOCC2)c(Br)c1	-21.6	i	14.8
55	CC(C)NS(=O)(=O)c1ccc(OCC(=O)N2CCCC2)c(Cl)c1	-5.3	i	2.5
56	CC(C)(C)C(=O)OCCNc1nc(-c2ccccc2)nc2ccccc12	-12.9	i	71.8*
57	CCOc1ccccc1N(CC(=O)Nc1cccnc1)S(=O)(=O)c1ccc(C)cc1	-28.8	i	10.9
58	O=C(Nc1cc([N+](=O)[O-])ccc1N1CCCC1)c1ccco1	-12.6	i	64.9*
59	COc1cc(NS(=O)(=O)c2ccc(NC(=S)NC(=O)c3ccc(F)cc3)cc2)nc(OC)n1	-18.0	i	14.4
60	COc1cccc(CNS(=O)(=O)c2ccc(S(=O)(=O)N3CCCC3)cc2)c1	-16.1	i	38.0
61	CN(Cc1ccccc1)C(=O)CCS(=O)(=O)c1ccc2c(c1)NC(=O)CS2	-14.6	i	12.9
62	Cc1cc(C(F)F)nn1CC(=O)N1CCSCC1	-0.1	i	5.1
63	CC(Sc1nnc(CNC(=O)c2ccco2)n1C)C(=O)Nc1nccs1 (stereo unspecified)	0.2	i	6.6
64	O=C(Nc1ccc(F)cc1)C(c1ccccc1)N1CCN(CC(=O)N2CCOCC2)CC1 (stereo unspecified)	-1.1	.	1.9
65	CCC1=C(OC(=O)N(CC)CC)N2C(=O)OC(=NCCOC)[C@]2(Cc2ccccc2)[C@H]2C1=CC[C@H]1C(=O)N(C)C(=O)[C@H]12	-26.7	i	21.7
66	COc1ccc(CNC(=S)NCc2ccc(F)cc2)cc1	-28.7	i	26.8
67	CC(Oc1ccc(Br)cc1)C(=O)Nc1cc(S(=O)(=O)N2CCOCC2)ccc1N1CCCC1 (stereo unspecified)	-28.0	i	25.5
68	COc1ccc(OC)c(NC(=O)C2CCN(C(=O)c3cccs3)CC2)c1	-25.6	i	12.7
69	CC(C)C(=O)Nc1nnc(S(=O)(=O)N2CCCc3ccccc32)s1	-22.8	i	10.6
70	CCOC(=O)Cn1nc(-c2ccccc2)c2ccccc2c1=O	-29.1	i	4.0
71	Cc1nc(-c2nc(CC(=O)NNC(=O)c3ccc(Cl)cc3)cs2)cs1	-9.4	i	14.6
72	O=[N+]([O-])c1ccc(S(=O)(=O)Nc2ccc(-c3ccc(N4CCOCC4)nn3)cc2)cc1	-4.4	i	27.2
73	COc1cc(NC(=O)[C@H]2CCCN2S(=O)(=O)c2cccc3cccnc23)cc(OC)c1OC	-15.3	i	40.8
74	CCOc1ccc(NC(=O)CSc2nnc(C)n2CCCOC)cc1	-15.0	i	12.9
75	CCC(C)(C(=O)NC1CCCC1)N(C(=O)CNC(C)=O)c1ccc(C)cc1 (stereo unspecified)	-18.9	i	1.3
76	COc1cc(NC(=O)c2cc3c(=O)n(C)c4ccccc4c3n2C)cc(OC)c1OC	-8.1	i	15.8
77	COc1ccccc1NC(=O)c1ccc(-c2ccc(Br)cc2)o1	-26.9	i	10.6
78	CN(CC(=O)N1CC(=O)N(CCc2ccccc2)C(=O)C1)S(=O)(=O)c1cccc2nsnc12	-11.6	i	31.8
79	COCCN(CC(=O)Nc1ccccc1C(F)(F)F)C(=O)c1ccc(-n2cccn2)cc1	-23.5	.	8.5
80	O=C(CC1SCCNC1=O)Nc1cccc(C(F)(F)F)c1 (stereo unspecified)	1.6	i	17.5
81	CCC(C)(C)n1nnnc1C(c1cc2cc3c(cc2[nH]c1=O)OCO3)N1CCCCC1 (stereo unspecified)	-8.2	i	16.9
82	S=C(NCCc1ccccc1)Nc1cnc2ccccc2c1	-10.3	i	11.3
83	Nn1cnc2scc(-c3ccco3)c2c1=O	-9.4	i	17.9
84	CCCC(=O)Nc1cccc(NC(=O)c2ccccc2Br)c1	-15.2	i	6.2
85	Cc1onc(-c2ccccc2Cl)c1C(=O)Nc1ccc(S(=O)(=O)NCC2CCCO2)cc1 (stereo unspecified)	-2.9	i	0.4
86	O=C(CCC(=O)OCC(=O)c1cccc([N+](=O)[O-])c1)Nc1ccccc1Cl	-8.0	i	26.7
87	COC(=O)C1=CN(C(C)C)C=C(C(=O)OC)C1c1cc(Br)c(OC)c(OC)c1	-35.8	i	14.6
88	c1cc(-c2nsc(-c3ccncc3)n2)ccn1	-2.7	i	19.4
89	CCOC(=O)C1(CCCc2ccccc2)CCN(C(=O)CSC)CC1	-21.3	i	9.5
90	Cc1onc(-c2ccccc2)c1C(=O)Nc1cccc(C#N)c1	-5.0	i	9.3

Printed as active in OX1R antag-2, of those listed so far:
entry | Molecule | OX1R antag-1 | OX1R antag-2
37 | CCN(CC)C(=O)CSc1nc2c(sc(=S)n2-c2ccccc2OC)c(=O)n1-c1ccccc1 | 31.4 | 75.7*
56 | CC(C)(C)C(=O)OCCNc1nc(-c2ccccc2)nc2ccccc12 | -12.9 | 71.8*
58 | O=C(Nc1cc([N+](=O)[O-])ccc1N1CCCC1)c1ccco1 | -12.6 | 64.9*

Structures shown so far that have a Cl atom:
item	smiles	OX1R antag-1	CHT allo act	OX1R antag-2
22	Oc1nc(-c2ccc(Cl)cc2)n2ccncc12	-3.7	i	30.2
27	Nc1c(-c2cccc(Cl)c2)cnn1-c1cccc(C(F)(F)F)c1	-20.3	i	8.3
30	CC(C)c1cccc(C(C)C)c1NC(=S)Nc1cccc(Cl)c1	-7.1	i	1.8
33	CCn1c(CCNC(=O)c2cccs2)nnc1SCC(=O)Nc1ccc(Cl)cc1	-27.0	i	15.6
34	CCC(=O)NC(C)c1cc(Cl)c2cccnc2c1O (stereo unspecified)	-14.0	.	2.9
36	COc1cc(N)c(Cl)cc1C(=O)OCC(=O)NC(=O)NCc1ccco1	-8.9	.	4.0
38	O=C1OCCN1C(=O)[C@H]1[C@H](c2ccccc2)C(c2cccc(Cl)c2)=NN1c1ccccc1	-15.5	.	8.7
44	O=C(c1ccc(Cl)c(S(=O)(=O)N2CCOCC2)c1)N1CCCCC1	-8.6	i	20.9
47	CCOc1ccccc1N1CCN(C(=O)Nc2ccc(F)c(Cl)c2)CC1	-1.4	i	5.1
52	CC(=O)N1N=C(c2cccs2)CC1c1cc2cc(C)ccc2nc1Cl (stereo unspecified)	-17.1	i	4.4
54	Cc1cc(Cl)c(OCCCCN2CCOCC2)c(Br)c1	-21.6	i	14.8
55	CC(C)NS(=O)(=O)c1ccc(OCC(=O)N2CCCC2)c(Cl)c1	-5.3	i	2.5
71	Cc1nc(-c2nc(CC(=O)NNC(=O)c3ccc(Cl)cc3)cs2)cs1	-9.4	i	14.6
85	Cc1onc(-c2ccccc2Cl)c1C(=O)Nc1ccc(S(=O)(=O)NCC2CCCO2)cc1 (stereo unspecified)	-2.9	i	0.4
86	O=C(CCC(=O)OCC(=O)c1cccc([N+](=O)[O-])c1)Nc1ccccc1Cl	-8.0	i	26.7
